Source: PubChem BioAssay (National Center for Advancing Translational Sciences (NCATS))
NPSR antagonist = antagonists of human neuropeptide S receptor cAMP signaling; CHO-NPSR cells, cAMP TR-FRET, antagonist mode; Potency, µM (doses to about 38.3 µM), for inactives: top-dose activity change, negative = inhibition, hits mostly inhibitors; 220,000 tested, 1% active; further: potency means the concentration at half of the fitted maximal effect; on the % scale 0 is the no-effect control and ±100 the full control effect; nearly all actives have a fitted effect of over 50% in size; many of its hits are not listed in these tables
Target sequence (Q6W5P4 whole entry, looked up): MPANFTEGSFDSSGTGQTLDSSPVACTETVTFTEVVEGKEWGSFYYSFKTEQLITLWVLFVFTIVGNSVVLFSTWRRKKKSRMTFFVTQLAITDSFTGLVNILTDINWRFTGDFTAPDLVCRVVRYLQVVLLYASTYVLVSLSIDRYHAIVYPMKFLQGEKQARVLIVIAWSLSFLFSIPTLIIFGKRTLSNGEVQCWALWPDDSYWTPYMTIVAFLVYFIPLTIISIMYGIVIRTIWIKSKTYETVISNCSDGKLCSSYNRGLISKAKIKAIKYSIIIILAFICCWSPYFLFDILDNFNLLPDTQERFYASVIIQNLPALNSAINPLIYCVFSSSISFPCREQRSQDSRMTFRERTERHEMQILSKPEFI
IMPase Li inh = cell-permeable IMPase inhibitors with lithium potentiation; 210,000 tested, 0.35% active; CHO-M1 cells, IP1 TR-FRET (IP-One), carbachol + lithium; Potency, µM (doses to about 59.4 µM), for inactives: at the top dose activity, negative = IMPase inhibition, most hits filed as inhibitors;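 further: IP1 builds up when IMPase is blocked and the TR-FRET signal falls; potency means the concentration at half of the fitted maximal effect; plate controls were basal vehicle for no effect and high inhibitor control for full effect; nearly all actives have a fitted effect of over 50% in size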
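Readout is a homogeneous TR-FRET IP1 immunoassay (Ex 320, Em 665 and 620), where raised cytosolic IP1 lowers signal. Cells were CHO-M1 treated 30 min at 37C with test compounds plus a little lithium; AC50 values came from Hill-equation fitting.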
L3MBTL1 inh = blocks human L3MBTL1; AlphaScreen L3MBTL1–H3K9me1 peptide binding; AID 485360; 230,000 tested, 0.66% active; Potency, µM (top dose mostly 57.1 µM), for inactives: top-dose activity, negative = inhibition, actives largely listed as inhibitors; further: potency means the concentration at half of the fitted maximal effect; on the % scale 0 is the no-effect control and ±100 the full control effect; nearly all actives have a fitted effect of over 60% in size
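L3MBTL1 (50 nM) pre-complexed 30 min with biotinylated H3(1-15)K9me1 peptide (75 nM), then compounds added for 30 min at room temperature; AlphaScreen streptavidin donor/nickel chelate acceptor beads (10 ug/mL final) read after 30 min dark incubation.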
HttQ103 aggreg = inhibitors of mutant huntingtin aggregate formation in PC12 cells; PC12 HttQ103-GFP aggregates, Acumen cytometry, 40 h; Potency, µM (series often up to 46.1 µM), without a hit: at the highest dose activity change, negative = inhibition, actives largely listed as inhibitors; 220,000 tested, 1.1% active; further: potency means the concentration at half of the fitted maximal effect; on the % scale 0 is the no-effect control and ±100 the full control effect; nearly all actives have a fitted effect of over 60% in size
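Ecdysone-promoter PC12 model expressing HTT exon 1 Q103 fused to GFP, induced by tebufenozide at 100 nM final. Compounds titrated; aggregates sized 1–25 µm scored on a 488 nm laser cytometer.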
Epigenetic reg = regulators of epigenetic silencing causing reporter derepression in mouse cells. murine LDR cells, GFP reporter derepression, 30 h. Potency, µM (doses to about 53.9 µM), without a hit: top-dose GFP activation, actives largely listed as activators. 280,000 tested, 0.2% active. AID 1865; further: potency means the concentration at half of the fitted maximal effect; % of control where 0% means no effect; nearly all actives have a fitted effect of over 60% in size
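Murine LDR cells carrying a silenced, genomically integrated CMV-driven GFP reporter were exposed to compound for 30 hours at 37 C. After PBS washes, GFP-positive cells (20–120 um objects) were counted by laser-scanning microplate cytometry.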
Luc counter = blocks Kinase-Glo luciferase, a counter-screen artifact; 200,000 tested, 0.28% active; Kinase-Glo luciferase, ATP luminescence, 8 min; AID 1379; Potency, µM (doses to about 38.3 µM), for inactives: at the top dose activity change, negative = inhibition, actives largely listed as inhibitors; further: potency means the concentration at half of the fitted maximal effect; on the % scale 0 is the no-effect control and ±100 the full control effect; nearly all actives have a fitted effect of over 60% in size
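Kinase-Glo luciferase light output from ATP and luciferin was measured with 10 uM ATP, within the enzyme's linear range. Buffer: 50 mM imidazole pH 7.2, 50 mM KCl, 7 mM MgCl2, 0.01% Tween 20, 0.05% BSA; luminescence read after 8 min at ambient temperature.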
CBFb RUNX1 block = inhibitors of human CBF-beta and RUNX1 interaction. 230,000 tested, under 10 active. Potency, µM (doses to about 59.8 µM), for inactives: at the top dose activity, negative = inhibition, most hits filed as inhibitors. AlphaScreen CBFb-His/RUNX1-biotin binding, biochemical; further: % of control where 0% means no effect
Target sequence (Q01196 whole entry, looked up): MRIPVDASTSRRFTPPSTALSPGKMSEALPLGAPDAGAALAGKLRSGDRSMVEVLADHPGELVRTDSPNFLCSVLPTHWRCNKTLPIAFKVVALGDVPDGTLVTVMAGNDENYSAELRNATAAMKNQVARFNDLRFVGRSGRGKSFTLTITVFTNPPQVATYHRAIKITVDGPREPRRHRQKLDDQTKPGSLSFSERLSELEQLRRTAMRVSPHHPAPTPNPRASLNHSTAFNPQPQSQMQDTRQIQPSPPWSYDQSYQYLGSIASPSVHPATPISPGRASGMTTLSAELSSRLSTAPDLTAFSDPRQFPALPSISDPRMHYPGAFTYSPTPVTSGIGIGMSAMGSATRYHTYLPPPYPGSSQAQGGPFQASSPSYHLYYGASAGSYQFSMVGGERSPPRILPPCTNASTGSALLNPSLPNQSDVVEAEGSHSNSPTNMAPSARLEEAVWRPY
Target sequence (Q13951 whole entry, looked up): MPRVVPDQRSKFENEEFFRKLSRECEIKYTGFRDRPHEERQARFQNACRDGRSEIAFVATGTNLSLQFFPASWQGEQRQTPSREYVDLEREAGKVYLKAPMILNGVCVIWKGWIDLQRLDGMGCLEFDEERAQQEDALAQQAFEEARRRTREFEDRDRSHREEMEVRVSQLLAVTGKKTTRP
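AlphaScreen proximity signal reports loss of binding between His-tagged CBF-beta and biotin-labelled RUNX1, each at 30 nM. Proteins are pre-associated for 20 minutes, compounds added for 15 minutes, then beads for 90 minutes, all at ambient temperature.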
The depositor's hits bear a star; u = inconclusive; x = not tested or not shown; & = joins results of further samples; [ ] = remark or other dose. The call rests on the fitted dose curve; in most records, active means well fitted curve in the direction sought with a large enough effect; inconclusive means small, poorly fitted or top-dose-only effect, or another doubt; inactive means no such curve, though single readings can be large; an effect the other way counts as inactive or inconclusive.

molecule	CBFb RUNX1 block	Epigenetic reg	Luc counter	HttQ103 aggreg	NPSR antagonist	IMPase Li inh	L3MBTL1 inh
Cn1cc(S(=O)(=O)N2CCN(c3ccc(F)cc3)CC2)c(=O)n(C)c1=O	6%	-0.8%	-2%	-6%	2%[46.1 µM]	-8%[38.3 µM]	-3%
CCOc1ccc(N/C=C/C(=O)c2ccc(OC)cc2)c([N+](=O)[O-])c1	0%	8.4%	u	-15%	-4%[46.1 µM]	-3%[38.3 µM]	-25%
COc1cc(C(=O)NNC(=S)NC(=O)c2ccc(F)cc2)cc(OC)c1OC	14%	u	x	-5%[9.22 µM]	-8%	x	x
COc1cc(Nc2ccccn2)cc(C(=O)Nc2cccc(C(F)(F)F)c2)c1	23%	7.7%	x	-22%[9.22 µM]	-24%	x	x
COc1cccc(/C=C/C(=O)NCc2cn3cc(Cl)ccc3n2)c1	5%	-2.6%	1%	2%	0%	8%	-6%
Cn1c(=Nc2ccc(N3CCOCC3)cc2)ccc2ccccc21	1%	0.0%	1%	-2%	4%[46.1 µM]	33%[activator][38.3 µM]	3%
COc1ccc(-n2c(C)nc3cc(C(=O)NCc4ccco4)ccc32)cc1	-9%	-1.0%	2%	-11%	-9%[46.1 µM]	7%[38.3 µM]	-7%
Cc1ccc(C(=O)N2CC3(C(C)C)CN(C(=O)c4ccc(C)cc4)CC(C(C)C)(C2)C3=O)cc1	6%	-2.3%	-3%	-4%	-6%[46.1 µM]	20%[38.3 µM]	x
CCOC(=O)c1ccc(N/C=C2\CCCCC2=O)cc1	-7%	u	-3%	9%[9.22 µM]	-10%[46.1 µM]	12%[38.3 µM]	x
Cc1ccccc1C=Nc1ccccc1C(N)=O	1%	-4.8%	2%	u	8%	-11%	32%[activator]

Further compounds follow.
molecule	CBFb RUNX1 block	Epigenetic reg	Luc counter	HttQ103 aggreg	NPSR antagonist	IMPase Li inh	L3MBTL1 inh
O=C(c1cc(Cl)cc(Cl)c1)N1CCOCC1	7%	-1.0%	1%	16%	3%[46.1 µM]	20%[38.3 µM]	9%[11.4 µM]
Cc1cnc(C(=O)Nc2nnc(C)s2)cn1	-5%	-0.7%	1%	5%	-8%[46.1 µM]	-8%[38.3 µM]	9%
CC(=O)NC(=S)Nc1ccc(S(=O)(=O)Nc2nc(C)cc(C)n2)cc1	3%	-1.9%	3%	-5%	-1%	-2%	4%
CCCOc1cccc(C(=O)NC(=S)Nc2cccc(C(F)(F)F)c2)c1	5%	0.8%	-2%	19%	u	15%[38.3 µM]	x
Cc1ccc(SCC(=O)c2c(C)[nH]c3ccccc23)cc1	-7%	4.4%	x	7%	-17%[46.1 µM]	x	11%
COc1ccc(CC(=O)NNC(=O)c2cccs2)cc1OC	1%	-1.1%	-2%	x	6%	5%	6%
O=C(CN1C(=O)CSc2ccc(S(=O)(=O)N3CCCCC3)cc21)NCc1cccnc1	4%	5.0%	-1%	10%	6%	0%	3%
C=CCn1c(SCC(=O)NCc2ccc3c(c2)OCO3)nnc1C1CCCCC1	1%	-2.4%	-1%	-1%	-12%[46.1 µM]	8%[38.3 µM]	-3%
O=C(Nc1cccc(C(=O)O)c1)/C(=C\c1ccc2c(c1)OCO2)NC(=O)c1ccccc1	0%	-0.1%	-1%	9%	3%	-4%	x
CC(C)CC1(C(=O)NCc2ccccn2)C=CCN1C(=O)c1ccccc1 (configuration not stated)	-3%[2.36 µM]	-0.6%&0.5%	0%&1%	-13%	8%	6%&6%	-1%

Remaining list, next part:
molecule	CBFb RUNX1 block	Epigenetic reg	Luc counter	HttQ103 aggreg	NPSR antagonist	IMPase Li inh	L3MBTL1 inh
Nc1nonc1-c1nc2ccccc2n1CC(=O)N1CCCCC1	2%	-0.7%	-4%	2%	8%[46.1 µM]	11%[38.3 µM]	-4%
COc1cc(=O)n2c(n1)SCCC2	-4%	-1.6%	0%	5%	1%[46.1 µM]	-4%[38.3 µM]	0%
CSc1ccccc1NC(=O)c1c(Br)cnn1C	2%	-4.0%	2%	-10%[9.22 µM]	-2%[46.1 µM]	-7%[38.3 µM]	x
NC(=O)[C@H]1CC2(CC(c3cccc(NC(=O)CC(c4ccccc4)c4ccccc4)c3)=NO2)CN1C(=O)c1ccccc1C(=O)c1ccccc1 (some centres not stated)	-13%	-2.4%	x	17%[9.22 µM]	10%	x	x
CCOC(=O)c1cc([N+](=O)[O-])sc1NC(=O)CC	-5%	1.1%	0%	17%	-12%	6%	-7%
Cc1cc(/C=N/NC(=O)c2cccc(N(C)C)c2)c(C)n1-c1cc(C(=O)O)cc(C(=O)O)c1	u	-2.9%	5%	-9%	5%	8%	x
Cc1c(NC(=O)Cn2nc(C(F)(F)F)c3c2CCCC3)c(=O)n(-c2ccccc2)n1C	7%	-1.1%	0%	4%	-5%[46.1 µM]	21%[38.3 µM]	2%
CN(C)Cc1n[nH]c(=O)c2ccccc12	2%	-2.7%	1%	16%	1%	-7%	-6%
Cc1ccc(C(=O)NCc2ccc3c(c2)OCO3)cc1S(=O)(=O)N1CCOCC1	15%	-1.1%	6%	-5%	-20%[46.1 µM]	27%[38.3 µM]	2%
COc1ccc(NC(=O)N2CCCC(CNS(=O)(=O)c3cccs3)C2)c(C)c1 (configuration not stated)	6%	-1.2%	1%	-1%[9.22 µM]	-9%	5%	8%

The list continues.
molecule	CBFb RUNX1 block	Epigenetic reg	Luc counter	HttQ103 aggreg	NPSR antagonist	IMPase Li inh	L3MBTL1 inh
CCn1cc(C(=O)NCc2ccco2)c(=O)c2cc(F)c(N3CCN(C(=O)c4ccco4)CC3)cc21	-7%	-2.1%	2%	18%	-20%[46.1 µM]	21%[38.3 µM]	26%[11.4 µM]
CC(=O)N1CCN(c2ccc(NC(=O)COc3ccc(Cl)cc3Cl)cc2)CC1	-15%	-0.9%	-3%	-2%	1%[46.1 µM]	-9%[38.3 µM]	-7%
O=C(CSc1n[nH]c(C2CCCC2)n1)NC1CCCC1	0%	0.3%	-3%	u	-6%[46.1 µM]	-5%[38.3 µM]	0%
NC(=O)CC[C@@H]1NC(=O)[C@H](Cc2ccccc2)NC(=O)[C@H](Cc2ccc(O)cc2)NC(=O)[C@@H](N)CSSC[C@@H](C(=O)N2CCC[C@H]2C(=O)N[C@@H](CCCN=C(N)N)C(=O)NCC(N)=O)NC(=O)[C@H](CC(N)=O)NC1=O	10%&-5%	0.3%	14%	9%&8%	8%	-2%	5%
O=C(COc1ccc(F)cc1Br)NCc1ccccn1	7%	-2.2%	-3%	20%	-3%[46.1 µM]	-10%[38.3 µM]	x
COc1ccc(-n2ncc3c(=O)n(CC(=O)N4c5ccccc5CC4C)cnc32)cc1 (configuration not stated)	-3%	-1.0%	5%	-13%	-18%[46.1 µM]	-2%	-2%
CCOc1ccc(NS(=O)(=O)c2ccc3[nH]c(=O)cc(C(=O)O)c3c2)cc1	8%	-1.2%	4%	8%	7%	2%	-5%
COc1ccc(-c2coc3cc(O)cc(O)c3c2=O)cc1	4%	1.1%&1.4%&0.3%	1%&-4%&-1%	-1%	-47%	-4%&21%&-8%	-6%
O=C(/C=C/C(=O)Oc1ccccc1C(=O)O)Oc1ccccc1C(=O)O	x	2.7%	-1%	x	x	9%	x
Cc1sc2nc(CN(Cc3cccs3)C(=O)C3CC3)[nH]c(=O)c2c1C	3%	-0.9%	1%	-11%	-25%[46.1 µM]	18%[38.3 µM]	-2%

The listing continues:
molecule	CBFb RUNX1 block	Epigenetic reg	Luc counter	HttQ103 aggreg	NPSR antagonist	IMPase Li inh	L3MBTL1 inh
CCn1ncc(/C=N/NC(=O)c2cc(Cl)ccc2OC)c1C	5%	-0.9%	0%	-16%	-1%	1%	9%
Cc1c(NC(=O)C(C)OC(=O)C(NC(=O)c2ccco2)C(C)C)c(=O)n(-c2ccccc2)n1C (configuration not stated)	17%	0.9%	-1%	-15%	u	22%[38.3 µM]	-1%[11.4 µM]
COc1ccc2c(C)nc(Nc3nc(-c4ccccc4)cc(=O)[nH]3)nc2c1	-2%	3.5µM*	x	u	-42%	x	-10%
Cc1cc(OCCOCCN(C)C)ccc1Cl	4%	-2.5%	-3%	16%	7%	-7%	6%
Cc1cccnc1NC(=O)c1cc2ccccc2oc1=O	10%	-1.4%	-19%	1%	-2%	7%	2%
Cc1ccc(-n2nnc(-c3nccs3)n2)cc1	10%	-1.4%	x	1%[9.22 µM]	-21%	-1%	22%
COc1ccccc1CNC(=O)CN(c1cccc([N+](=O)[O-])c1)S(C)(=O)=O	6%	-0.1%	1%	10%[9.22 µM]	2%	3%	1%
CCOC(=O)C1(CCc2ccccc2)CCN(C(=O)CCn2cncn2)CC1	4%	-0.7%	2%	-1%	-1%	7%	2%

Compounds listed so far that contain bromine (2):
molecule	CBFb RUNX1 block	Epigenetic reg	Luc counter	HttQ103 aggreg	NPSR antagonist	IMPase Li inh	L3MBTL1 inh
CSc1ccccc1NC(=O)c1c(Br)cnn1C	2%	-4.0%	2%	-10%[9.22 µM]	-2%[46.1 µM]	-7%[38.3 µM]	x
O=C(COc1ccc(F)cc1Br)NCc1ccccn1	7%	-2.2%	-3%	20%	-3%[46.1 µM]	-10%[38.3 µM]	x

Entries above with an NH in an aromatic ring (6):
molecule	CBFb RUNX1 block	Epigenetic reg	Luc counter	HttQ103 aggreg	NPSR antagonist	IMPase Li inh	L3MBTL1 inh
Cc1ccc(SCC(=O)c2c(C)[nH]c3ccccc23)cc1	-7%	4.4%	x	7%	-17%[46.1 µM]	x	11%
CN(C)Cc1n[nH]c(=O)c2ccccc12	2%	-2.7%	1%	16%	1%	-7%	-6%
O=C(CSc1n[nH]c(C2CCCC2)n1)NC1CCCC1	0%	0.3%	-3%	u	-6%[46.1 µM]	-5%[38.3 µM]	0%
CCOc1ccc(NS(=O)(=O)c2ccc3[nH]c(=O)cc(C(=O)O)c3c2)cc1	8%	-1.2%	4%	8%	7%	2%	-5%
Cc1sc2nc(CN(Cc3cccs3)C(=O)C3CC3)[nH]c(=O)c2c1C	3%	-0.9%	1%	-11%	-25%[46.1 µM]	18%[38.3 µM]	-2%
COc1ccc2c(C)nc(Nc3nc(-c4ccccc4)cc(=O)[nH]3)nc2c1	-2%	3.5µM*	x	u	-42%	x	-10%

An excerpt; rates above refer to the full screens.
